# EPAC1 ag: activates human EPAC1 exchange factor | 360,000 compounds, 0.073% hits | Potency, µM (top dose mostly 154 µM), without a hit: at the top dose activation, most hits filed as activators | EPAC1 agonist qHTS, biochemical assay; response scale: 100% = response to 6.5 mM cAMP | O95398 | AID 720707; further: potency means the concentration at half of the fitted maximal effect; nearly all actives have a fitted effect of over 60% in size
#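 Fluorescent GDP-exchange assay: 100 nM EPAC1 with 250 nM Rap1B preloaded with BODIPY-GDP and 50 uM GDP; compounds tested as concentration series, 5 min at room temperature, then read every 5 min for 30 min (ex 480/em 540 nm); normalized to 6.5 mM cAMP.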
# Abeta yeast res: A-beta toxicity reversal in yeast | yeast expressing A-beta42, growth rescue, OD600, 48 h; response scale: 0% DMSO, 100% iron-clioquinol control | AID 1347071 | 410,000 compounds, 0.063% hits | Potency, µM (titrated, usually from 46.1 µM), for inactives: top-dose growth rescue, most hits filed as activators; further: potency means the concentration at half of the fitted maximal effect; nearly all actives have a fitted effect of over 55% in size
#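 Yeast growth medium received pinned compounds, then yeast cells expressing toxic A-beta were added; plates incubated at 30 C for 48 hr. Growth read as absorbance at 600 nm, normalized to DMSO and equimolar FeCl3 plus clioquinol controls.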
# PI5P4Ka inh: inhibitors of human PI5P4K alpha | AID 652105 | P48426 | 330,000 compounds, 1.2% hits | max response, % | PI5P4Kalpha enzyme, ADP-Glo luminescence, 60 min; active compounds read low; active means max response of -50% or lower; inconclusive means between -30% and -50%; inactive means -30% or higher; further: value at the top dose of about 77 µM; on the % scale 0 is the no-effect control and ±100 the full control effect
# Target sequence (P48426 whole entry, looked up): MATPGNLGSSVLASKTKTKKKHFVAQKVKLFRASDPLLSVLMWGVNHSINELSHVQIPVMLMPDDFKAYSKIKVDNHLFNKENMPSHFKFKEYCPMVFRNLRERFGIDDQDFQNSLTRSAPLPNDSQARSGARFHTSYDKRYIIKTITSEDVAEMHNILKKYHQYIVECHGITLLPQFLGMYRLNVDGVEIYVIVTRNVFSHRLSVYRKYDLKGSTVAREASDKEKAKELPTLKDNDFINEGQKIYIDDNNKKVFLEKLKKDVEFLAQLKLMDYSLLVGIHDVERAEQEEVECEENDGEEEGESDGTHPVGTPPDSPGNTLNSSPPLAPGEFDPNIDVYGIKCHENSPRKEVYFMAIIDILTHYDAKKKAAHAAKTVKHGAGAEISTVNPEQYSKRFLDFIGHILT
#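 Single end-point luminescence (ADP-Glo) quantified ADP from PI5P4Kalpha turnover; ATP 5 microM final, 1 h at RT, 0.1% CHAPS and 0.28 mM EGTA in HEPES pH 7.4.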
# WRN inhibitor: inhibitors of human WRN helicase; WRN helicase unwinding, fluorescent forked duplex, kinetic; Potency, µM (titrated, usually from 114 µM), for the others: at the top dose activity change, negative = inhibition, most hits filed as inhibitors; 360,000 compounds, 0.46% hits; further: potency means the concentration at half of the fitted maximal effect; on the % scale 0 is the no-effect control and ±100 the full control effect; nearly all actives have a fitted effect of over 55% in size
#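 Screening of the MLSMR collection measured strand separation of a quenched forked DNA duplex (100 nM) by 20 nM WRN with 2 mM ATP, all final. Compounds were preincubated with enzyme 15 min at room temperature.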
# EPAC1 antagonist: antagonists of human EPAC1. O95398. EPAC1 GEF assay, Rap1b-BODIPY-GDP exchange fluorescence. Potency, µM (highest dose often 115 µM), for the others: at the top dose activity change, negative = inhibition, usual class: inhibitors. 360,000 compounds, 0.14% hits. AID 720709;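 further: potency means the concentration at half of the fitted maximal effect; plate controls were vehicle for no effect and positive control for full effect; nearly all actives have a fitted effect of over 50% in size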
# PLK1 PBD block: blocks phosphopeptide binding to human PLK1 polo-box domain. P53350. 360,000 compounds, 2.8% hits. Potency, µM, without a hit: max response, negative = inhibition, actives largely listed as inhibitors. AID 720504. Plk1 PBD binding of FITC phosphopeptide, fluorescence polarization; further: potency means the concentration at half of the fitted maximal effect; series mostly up to about 57 µM; on the % scale 0 is the no-effect control and ±100 the full control effect; nearly all actives have a fitted effect of over 65% in size
# Target sequence (P53350 whole entry, looked up, the tested form may be a part): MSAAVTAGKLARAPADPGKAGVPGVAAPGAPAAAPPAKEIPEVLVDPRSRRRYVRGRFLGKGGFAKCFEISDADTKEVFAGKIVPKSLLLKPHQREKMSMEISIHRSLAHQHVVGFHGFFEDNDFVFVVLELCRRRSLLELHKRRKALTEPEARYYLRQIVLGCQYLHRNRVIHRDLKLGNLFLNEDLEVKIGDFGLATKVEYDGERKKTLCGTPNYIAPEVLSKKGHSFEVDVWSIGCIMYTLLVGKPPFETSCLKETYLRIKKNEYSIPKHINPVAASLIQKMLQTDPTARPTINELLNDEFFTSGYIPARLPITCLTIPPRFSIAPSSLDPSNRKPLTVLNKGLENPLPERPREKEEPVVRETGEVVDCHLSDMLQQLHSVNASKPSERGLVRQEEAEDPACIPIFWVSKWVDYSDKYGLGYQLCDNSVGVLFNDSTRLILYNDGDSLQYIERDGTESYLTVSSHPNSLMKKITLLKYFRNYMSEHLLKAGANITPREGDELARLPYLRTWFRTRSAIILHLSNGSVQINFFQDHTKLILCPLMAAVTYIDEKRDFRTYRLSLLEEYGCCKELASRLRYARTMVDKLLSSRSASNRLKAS
# IL2 activator: activators of IL-2. activation, % (series mostly up to about 46 µM). AID 652025. IL-2 activation reporter assay, cell-based qHTS; stimulated with anti-CD3/CD4/CD28 beads; in transgenic mouse T cells. 360,000 compounds, 0.065% hits; in the data active means activation above about 50%; inconclusive means mostly about 30% to 49%; further: 0% is about no effect
#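 Quantitative HTS in unstimulated transgenic mouse T cells, with memory T cells as non-tolerant control and PMA/ionomycin as tolerance-bypass control. Compound pretreatment lasted 60 minutes before 18 h bead stimulation; EGFP/DsRed fluorescence read.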
# FUS yeast rescue: FUS proteinopathy suppression in yeast; Potency, µM (top dose mostly 76.6 µM), for inactives: top-dose growth rescue (activation), actives largely listed as activators; S. cerevisiae FUS-expressing, growth rescue, OD600, 24 h; AID 1347120; 390,000 compounds, 0.24% hits;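 further: potency means the concentration at half of the fitted maximal effect; plate controls were DMSO vehicle for no effect and reference control for full effect; nearly all actives have a fitted effect of over 55% in size; some results filed as inactive show a strong effect at the top dose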
#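 S. cerevisiae expressing FUS from galactose induction served as the toxicity model. Growth after 24hr at 30C, read as absorbance at 600 nm, indicates suppression of toxicity; compounds dosed at several concentrations.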
# Numbers without * were called inactive; ? = inconclusive; · = no result given; [ ] = another dose, or the depositor's remark. Unless noted, the call rests on the fitted dose curve; in most records, active means well fitted curve in the direction sought with a large enough effect; inconclusive means small, poorly fitted or top-dose-only effect, or another doubt; inactive means no such curve, though single readings can be large; an effect the other way counts as inactive or inconclusive.
molecule	EPAC1 ag	Abeta yeast res	PI5P4Ka inh	WRN inhibitor	EPAC1 antagonist	PLK1 PBD block	IL2 activator	FUS yeast rescue
CC1CCCN(S(=O)(=O)c2ccc([N+](=O)[O-])cc2)C1 (stereo not drawn)	-5%	-6%	8	-4%	12%	0%	-0.2	-10%
O=C(CN1CCN(c2ncccn2)CC1)Nc1ccccc1C(F)(F)F	3%	-4%	2	-5%	13%	1%	-1.8	-4%
CSCCC(NC(=O)c1cccc([N+](=O)[O-])c1)C(=O)OCC(=O)N1CCCC1=O (stereo not drawn)	10%	-1%	1	10%	-14%	-13%	-4.3	9%
Cn1c(=O)c2[nH]c(C3CC=CCC3)nc2n(C)c1=O (stereo not drawn)	1%	10%	-1	-6%	-12%	3%	0.1	·
O=C1CN(C(=O)COC(=O)C23CC4CC(CC(O)(C4)C2)C3)c2ccccc2N1	-14%	5%	·	6%	-10%	-1%	-0.9	46%
COc1ccccc1C(=O)COC(=O)CSC(C)C(=O)Nc1cc(C)on1 (stereo not drawn)	4%	1%	2	-7%	-3%	-5%	0.1	21%
O=C(NCCc1ccccc1)c1ccc(Cl)c(S(=O)(=O)N2CCCC2)c1	9%	-9%	-2	2%	-24%	-20%	-3.6	8%
S=C(NCc1ccc(Cl)c(Cl)c1)NCc1ccco1	0%	?	-7	-7%	-20%	?	-1.4	-11%
Cc1ccc(S(=O)(=O)N2CCC(C(=O)OCC(=O)NCCc3ccccc3)CC2)cc1C	-5%	-12%	0	9%	-2%	-5%	-3.2	?
C/C(CC(=O)NCc1ccccc1)=N\NC(N)=S	10%	1%	-2	-6%	0%	?	6.2	-9%
CCOc1ccccc1CNC(=O)c1cc2oc3ccccc3c2n1C	15%	1%	·	-5%	-13%	5%	-2.6	15%
O=C(CSc1ccc2nnc(-c3ccc(Cl)cc3)n2n1)N1CCCc2ccccc21	-10%	-5%	-4	1%	-11%	-14%	-0.4	·
COC(=O)c1cc2c(C)[nH]c(C)c2cc(C(=O)OC)c1=O	-7%	-8%	-8	-10%	-5%	-4%	-1.8	-14%
CCOc1ccc(-n2c(SCc3cc(=O)oc4cc(C)c(C(C)C)cc34)nnc2-c2cccnc2)cc1	12%	-12%	2	0%	-9%	-11%	0.6	33%
NC(=O)CC(NC(=O)Cc1cccc2ccccc12)c1ccc(NC2CCN(Cc3ccccc3)CC2)c([N+](=O)[O-])c1 (stereo not drawn)	16%	-7%	-4	-13%	4%	16%	-0.2	15%
CSc1ncccc1C(=O)N(C)CC(=O)Nc1ccc(Cl)cc1	-12%	-4%	-3	5%	6%	-2%	-3.2	29%
Nc1nnc(SCC(=O)Nc2nnc(-c3ccccc3)o2)s1	14%	2%	?	-24%	-16%	-13%	-0.3	·
Cc1ccc(C(C)NC(=O)c2c(C)noc2C)cc1C (stereo not drawn)	5%	-7%	·	2%	14%	-7%	1.1	12%
CCOC(=O)/C(=C/Nc1ccccc1)[N+](=O)[O-]	2%	7%	-10	-7%	0%	-18%	-0.1	-7%
CS(=O)(=O)c1ccc(Cl)c(NC(=O)CSc2n[nH]c(-c3cccs3)n2)c1	-5%	5%	6	-1%	-12%	-4%	1.9	38%
Cc1c(C(=O)N2CCCCC2)sc(NC(=O)C23CC4CC(CC(C4)C2)C3)c1C#N	-4%	0%	3	-4%	12%	3%	1.9	-2%
O=C(C1CCN(S(=O)(=O)c2ccccc2)CC1)N1CCN(Cc2ccccc2)CC1	4%	-3%	5	-35%	-6%	-1%	-0.5	·
CC1(C)OC(=O)C(=NNc2ccccc2C(=O)O)C(=O)O1	7%	-9%	-24	-6%	-13%	-14%	4.4	-20%
O=C(NC1CCCCC1)N1CCNCC1	2%	11%	-3	-25%	11%	-7%	-0.9	-2%

# Two compounds picked at random from those above:
molecule	EPAC1 ag	Abeta yeast res	PI5P4Ka inh	WRN inhibitor	EPAC1 antagonist	PLK1 PBD block	IL2 activator	FUS yeast rescue
O=C(NC1CCCCC1)N1CCNCC1	2%	11%	-3	-25%	11%	-7%	-0.9	-2%
NC(=O)CC(NC(=O)Cc1cccc2ccccc12)c1ccc(NC2CCN(Cc3ccccc3)CC2)c([N+](=O)[O-])c1 (stereo not drawn)	16%	-7%	-4	-13%	4%	16%	-0.2	15%

# Additional entries follow:
molecule	EPAC1 ag	Abeta yeast res	PI5P4Ka inh	WRN inhibitor	EPAC1 antagonist	PLK1 PBD block	IL2 activator	FUS yeast rescue
Cc1ccc(NS(=O)(=O)c2ccc(-c3cnc(C4CC4)o3)cc2)c(C)c1	16%	·	0	-8%	-15%	-11%	1.2	?
Nc1ncnc2c1ncn2[C@@H]1O[C@H](CNS(=O)(=O)c2ccc(-c3ccno3)s2)[C@@H](O)[C@H]1O	-15%	-10%	-6	-2%	-19%	-10%	-0.3	-1%
COc1cc(C(=O)COC(=O)c2cnc(C)cn2)ccc1OC(F)F	-4%	7%	3	-32%	13%	0%	-4.3	·
O=C(CSc1cn[nH]n1)Nc1ccccc1C(=O)O	13%	0%	-24	-10%	-15%	?	-3.3	-13%
CCOC(=O)[C@]12CCCC=C1N(CCC1=CCCCC1)C(=O)[C@H](CC(=O)N1CCOCC1)C2	-7%	-8%	5	2%	-4%	-16%	0.4	17%
CSc1nc2sc3c(c2c(=O)[nH]1)CC(C)(C)OC3	-1%	14%	2	7%	9%	2%	-1.9	-20%
CCOn1c(=O)c(-c2cccc(Br)c2)[n+]([O-])c2ccccc21	9%	-11%	7	9%	1%	-11%	0.2	-13%
O=C1CC(N2CCN(c3ncccn3)CC2)C(=O)N1CCc1ccccc1 (stereo not drawn)	-7%	18%	4	-4%	-27%	-12%	1.1	?
COc1cccc(C(=O)Nc2ncc3c(n2)CC(C)CC3=O)c1 (stereo not drawn)	-1%	-3%	·	10%	4%	-2%	1.7	25%
CCOC(=O)C1=C(C)N=c2s/c(=C/c3ccco3)c(=O)n2C1c1cccc(OC)c1 (stereo not drawn)	2%	-9%	-23	-23%	-2%	-2%	1.5	53%
CC(C=NNc1ccc([N+](=O)[O-])cn1)=Cc1ccccc1	9%	13%	-1	3%	-3%	-12%	1.4	-22%
Cc1ccccc1NCC(=O)N=Nc1c(O)[nH]c2ccc([N+](=O)[O-])cc12	7%	6%	-15	-7%	5%	-16%	-1.4	12%
CCOC(=O)c1cc2c(C)n(-c3ccc(OCC)cc3)c(C)c2cc(C(=O)OCC)c1=O	-5%	10%	-5	-5%	-2%	-17%	0.4	·
CCc1ccccc1Nc1nc2ccccc2n1C(C)C	3%	-17%	0	-27%	-13%	-8%	2.1	15%
CC(C)NC(=O)NC(=O)COC(=O)c1ccc([N+](=O)[O-])cc1Cl	8%	21%	2	-5%	-22%	-8%	0.4	9%
Cn1c(N)c(C(=O)COC(=O)c2cccs2)c(=O)n(C)c1=O	-3%	19%	-3	-13%	0%	-7%	0.6	5%
COc1ccccc1[C@@H]1C(c2ccccc2)=NN(c2ccc(Br)cc2)[C@H]1C(=O)N1CCOC1=O	-11%	4%	20	-1%	-29%	-7%	-0.3	8%
CCN(C[C@H]1N[C@@](C)(C(=O)OC)[C@H]2C(=O)N(C)C(=O)[C@@H]12)S(=O)(=O)c1ccc(OC(F)(F)F)cc1	-12%	-12%	1	0%	-17%	-11%	-0.4	8%
O=C(CC1CCCCC1)NCc1cn2ccsc2n1	-9%	-4%	5	-1%	15%	-2%	0.2	17%
CC1(C)CC(NC(=O)Cc2ccccc2)CC(C)(C)N1	-9%	-15%	-4	1%	14%	-2%	-2.4	-14%
Cc1ccc(NC(=O)[C@H](Cc2ccccc2)NC(=O)[C@@H]2Cc3ccccc3CN2)c(C)c1	-1%	1%	-5	0%	?	-12%	-2.9	-1%
Cn1c(-c2c(N)n(-c3ccccc3)c3nc4ccccc4nc23)nc2ccccc21	21%	-8%	28	-9%	-12%	-11%	-0.3	·
Cc1cc(C(=O)NNC(=O)c2cccc(C(F)(F)F)c2)no1	-3%	5%	4	-1%	0%	-8%	1.0	4%
CCOc1ccc(NC(=S)c2ccc3ccccc3n2)cc1	-11%	5%	-4	-1%	12%	2.7µM*	0.8	-1%
CN(C)c1cccc2c(/C=N/O)ccc(N(C)C)c12	8%	2%	3	3%	10%	-16%	1.7	-5%
CC(O)CNCCOc1ccccc1-c1ccccc1 (stereo not drawn)	4%	4%	6	-8%	-5%	1%	-0.5	-2%
NC(=S)NN=C1CSSC1	-6%	?	-20	5%	1%	?	1.5	-1%
COc1cccc(-n2nnnc2SCC(=O)Nc2cccc(NC(C)=O)c2)c1	7%	10%	·	-8%	-9%	1%	3.0	-5%
COc1cc(/C=C/C(=O)OC(C)C(=O)Nc2c(C)n(C)n(-c3ccccc3)c2=O)ccc1OCC#N (stereo not drawn)	7%	3%	9	-15%	-12%	-21%	0.3	7%
S=C(NCc1ccc(Cl)cc1)NN1CCOCC1	-10%	-13%	-13	5%	2%	-14%	-2.6	-19%
Nc1ccc2[nH]ncc2c1	-23%	-19%	-1	3%	10%	-7%	-0.4	-31%
CC(C)(C)c1cc(C(=O)N/N=C/c2ccc(F)cc2)n(-c2ccccc2)n1	9%	21%	·	-7%	-11%	1%	-0.6	-3%
CCOC(=O)C1=C(c2ccccc2)c2ccc(OC)cc2N(S(=O)(=O)C(F)(F)F)C1C(=O)OCC (stereo not drawn)	-20%	-3%	-7	-11%	-15%	-8%	-0.4	39%
COc1ccc(C(=O)Nc2nc(CC(=O)NCCc3ccccc3)cs2)cc1	-2%	15%	-4	-29%	-15%	-7%	-0.3	11%
Fc1ccc(OCCOCCN2CCNCC2)cc1	0%	4%	-5	-11%	-4%	-9%	-0.2	-10%
Cn1c(-c2ccc(F)cc2)cnc1SCC(=O)NNC(=O)Cc1ccccc1	5%	-1%	-1	2%	8%	-2%	0.9	24%
O=C(Nc1cc(Cl)cc(Cl)c1)C(NCC1CCCO1)c1ccccc1 (stereo not drawn)	8%	7%	9	-5%	-5%	2%	-1.7	20%
O=[N+]([O-])c1ccc2nonc2c1Nc1cccc(F)c1	8%	13%	-5	-11%	?	-7%	-1.5	1%
CCC(C)NC(=O)c1cccc(OCc2c(C)noc2C)c1 (stereo not drawn)	6%	-8%	5	-32%[57.1 µM]	-24%	-14%	1.5	4%
